Screens: PubChem BioAssay, several laboratories
Cardio protect: cardioprotection against H2O2-induced cell death, primary screen, uHTS, H9c2 cells, ATPLite luminescence; protection from H2O2 cell death, % at 20 µM; AID 588492, 2011; 360,000 tested, 0.63% active; H9c2 cardiomyocytes, H2O2 injury protection, 2 h;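 active = compounds giving at least 50% protection of heart cells from peroxide-induced death in the single-dose screen, raw or plate-pattern-corrected value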;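 also: 0% = DMSO wells with peroxide and 100% = DMSO wells without peroxide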
CaV13 ICDI inh: Primary screen for inhibitors of IQ motif and Ca2+-dependent inactivation inhibitor domain binding in CACNA1D, Förster resonance energy transfer in living cells, …. 340,000 tested, 0.098% active. HEK cells, CFP/YFP FRET ICDI-IQ, plate reader, 10 min; percent FRET-ratio fall versus neutral wells. inhibition, % at 12.3 µM;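 active = mean replicate inhibition of at least 30% and at least 1% of replicates passing that level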;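 also: 0% = median of the neutral control wells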
MC4R ag barr: MC4R agonists recruiting beta-arrestin, primary screen, cell-based, luminescence, agonist arm of biased-ligand search. U2OS MC4R beta-arrestin complementation; percent of melanotan II response, DMSO zero. Melanocortin receptor 4 (Homo sapiens), P32245. activation, % at 8.9 µM. 360,000 tested, 0.98% active. AID 540308, 2011;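 active = activation above a per-plate cutoff, the mean activation of sample wells on that plate plus 3 SD, cut at about 8% in these data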
N-glyco inh: increase of ERlucT glycosylation luciferase signal, primary screen, N-linked glycosylation inhibitor project, D54 ERlucT cells, luminescence, set 2 | 360,000 tested, 0.23% active | reporter increase, % at 12.5 µM | AID 588692, 2011 | D54 ERlucT glycosylation luciferase reporter, 24 h; percent of 100 nM tunicamycin response;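 active = mean luciferase reporter signal, scaled so untreated is 0 and the glycosylation-blocking control 100, at or above a set limit in every replicate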;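 also: luciferase carries N-glycosylation sites so blocking glycosylation raises the light; 0% = median of neutral control wells and 100% = median of 100 nM tunicamycin wells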
ABHD5 PLIN5 PPI: ABHD5-PLIN5 interaction inhibitors, primary screen, cell lysate, split luciferase complementation, luminescence. Perilipin-5 (Homo sapiens) + 1-acylglycerol-3-phosphate O-acyltransferase ABHD5 (Homo …. Split G. princeps luciferase complementation, 4 h. inhibition, % at 4 µM. 360,000 tested, 0.78% active. AID 602281, 2012;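 active = inhibition above the mean inhibition across every tested compound plus 3 SD, cut at about 22% in these data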;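 also: 0% = DMSO only wells and the 100% control is not disclosed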
PDI inh: inhibitors of human PDI, primary screen, biochemical, turbidity, single point, plate reader; PDI insulin aggregation turbidity, A650, 90 min; inhibition, % at 10 µM; 350,000 tested, 0.052% active; AID 588391, 2011;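 active = mean inhibition across replicates of 30% or more, whatever share of single replicates reach that level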;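 also: absorbance from insulin aggregation driven by PDI reduction with DTT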
Target sequence (P07237 whole entry, looked up): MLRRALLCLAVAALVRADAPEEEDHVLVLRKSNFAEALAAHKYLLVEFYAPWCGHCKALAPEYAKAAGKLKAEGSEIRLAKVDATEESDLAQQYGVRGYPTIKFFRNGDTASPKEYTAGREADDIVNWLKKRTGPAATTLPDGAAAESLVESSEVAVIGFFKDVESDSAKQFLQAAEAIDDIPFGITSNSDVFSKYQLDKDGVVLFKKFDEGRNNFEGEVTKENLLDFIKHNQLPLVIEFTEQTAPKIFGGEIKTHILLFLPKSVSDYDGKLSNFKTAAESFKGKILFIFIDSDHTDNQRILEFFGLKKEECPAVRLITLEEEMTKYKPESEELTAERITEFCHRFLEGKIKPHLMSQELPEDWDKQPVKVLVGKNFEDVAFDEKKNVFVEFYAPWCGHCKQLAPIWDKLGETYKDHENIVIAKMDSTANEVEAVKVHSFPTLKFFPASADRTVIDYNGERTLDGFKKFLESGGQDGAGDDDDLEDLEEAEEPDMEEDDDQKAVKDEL
Granule exo inh: LAMP-1 surface exposure blockers, TALL-104 cells – cell-based, flow cytometry, MLPCN library, primary screen; TALL-104 LAMP-1 surface exposure; cells stimulated with thapsigargin and PMA; AID 651702, 2012; 360,000 tested, 0.66% active; inhibition, % at 10 µM;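 active = inhibition above about 55%, limit read from the data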
HTR2A ag: mouse Htr2a agonists via beta-arrestin recruitment, primary screen, cell-based, luminescence; activation, % at 7.6 µM; 360,000 tested, 0.66% active; CHO-K1 mHTR2A beta-arrestin complementation; percent of 30 µM serotonin response; AID 624169, 2012;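 active = activation above a run cutoff, the mean activation of all tested compounds plus 3 SD, cut at about 14% in these data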;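 also: 0% = plate median of compound wells and 100% = 30 µM serotonin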
Target sequence (P35363 whole entry, looked up): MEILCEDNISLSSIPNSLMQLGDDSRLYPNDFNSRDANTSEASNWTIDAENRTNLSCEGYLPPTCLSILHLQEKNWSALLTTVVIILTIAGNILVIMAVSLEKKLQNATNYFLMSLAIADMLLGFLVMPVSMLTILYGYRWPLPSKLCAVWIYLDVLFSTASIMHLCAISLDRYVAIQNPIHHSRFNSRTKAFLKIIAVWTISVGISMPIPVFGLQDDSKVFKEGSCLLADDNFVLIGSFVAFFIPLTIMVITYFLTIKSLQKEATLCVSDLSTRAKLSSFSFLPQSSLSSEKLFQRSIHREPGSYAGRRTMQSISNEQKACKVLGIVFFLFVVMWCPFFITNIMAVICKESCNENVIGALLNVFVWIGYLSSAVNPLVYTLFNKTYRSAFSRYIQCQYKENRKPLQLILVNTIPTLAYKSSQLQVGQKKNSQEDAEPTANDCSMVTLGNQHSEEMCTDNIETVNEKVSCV
MC4R antagonist: MC4R antagonists of cAMP signaling, primary screen, cell-based, TR-FRET, antagonist arm of biased-ligand search; AID 540295, 2011; inhibition, % at 6.5 µM; MC4R-expressing cells, MTII-stimulated cAMP, LANCE TR-FRET; 360,000 tested, 0.48% active; Melanocortin receptor 4 (Homo sapiens), P32245;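 active = inhibition above its plate's cutoff, the mean of tested wells on that plate plus 3 SD, cut at about 29% in these data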;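 also: 0% = Melanotan II alone and 100% = Melanotan II plus saturating MCL0020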
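System: U2OS cells stably expressing human melanocortin 4 receptor (MC4R). Reagent: Melanotan II challenge after compound preincubation. Doses: 6.5 µM. Times: 30-min compound, 1-h challenge, 1-h detection, room temperature. Measured by: TR-FRET with Eu-cAMP and labeled anti-cAMP, 671 nm. Replicates: singlicate.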
ABCB6 inh MLPCN: ABCB6 transporter inhibitors, primary screen, K562-ABCB6 cells, flow cytometry, MLPCN library; ATP-binding cassette sub-family B member 6 (Homo sapiens), Q9NP58; 360,000 tested, 0.19% active; K562-ABCB6 porphyrin accumulation, 1 h; active compounds read low; fluorescence ratio to DMSO, % at 10 µM;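 active = fluorescence ratio to DMSO below 75%, the collection mean minus 3 SD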;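 also: signal is porphyrin accumulated inside mitochondria; 100% equals median channel fluorescence of DMSO control wells; lower ratio means ABCB6 inhibition with less porphyrin fluorescence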
* marks the source's active call; other numbers are inactive results; nt = no result given.

(1) N#Cc1sc(NCc2cccc(Cl)c2)nc1Cl
(2) COc1ccccc1-n1c(SCC(=O)OC(C)C)nc2cccnc21
(3) O=C(NCc1c(Cl)cccc1Cl)c1ccc2nnsc2c1
(4) Cn1cc(CN(CCO)Cc2cccs2)c(-c2ccccc2F)n1
(5) COC(=O)CCC(C)C1CCC2C3C(OC(C)=O)CC4CC(O)CCC4(C)C3CC(O)C12C (centres undefined)
(6) O=C(c1cc2n(n1)C(C(F)(F)F)CC(c1ccc(Cl)cc1)N2)N1CCCC1 (centres undefined)
(7) COc1ccccc1NC(=O)NCCN1CCCCC1
(8) CCN(CC)Cc1ccccc1CNC(=O)c1cccc(S(=O)(=O)Nc2ccc3c(c2)OCO3)c1
(9) Cc1cc(C)c(S(=O)(=O)c2ccccc2)c(OC(=O)c2c(F)cccc2Cl)n1
(10) N#Cc1ccc(S(=O)(=O)N2CCN(CN3C(=O)CC4(CCCC4)C3=O)CC2)cc1

Compound | 1 | 2 | 3 | 4 | 5 | 6 | 7 | 8 | 9 | 10
Cardio protect | -11 | 17 | 5 | -12 | -7 | -12 | 0 | 7 | -32 | 1
CaV13 ICDI inh | -2 | 3 | -4 | -1 | -15 | -5 | -19 | -6 | -5 | 3
MC4R ag barr | 2.0 | -1.5 | -0.9 | -1.0 | 0.4 | 0.0 | 1.0 | -1.5 | 2.9 | -1.6
N-glyco inh | 0 | -1 | -4 | 2 | 1 | 1 | -1 | 0 | 4 | 4
ABHD5 PLIN5 PPI | -1 | 0 | 1 | 6 | -7 | -2 | 7 | 15 | 3 | 1
PDI inh | -1 | 7 | -5 | -4 | 14 | -10 | 12 | -5 | -3 | 0
Granule exo inh | 3 | -3 | -7 | -1 | 11 | -2 | -4 | 1 | -2 | 6
HTR2A ag | -1 | 1 | -2 | 3 | 11 | 6 | -2 | -8 | -1 | 6
MC4R antagonist | 10 | 1 | 3 | 12 | 12 | 4 | 8 | 6 | 8 | 11
ABCB6 inh MLPCN | 105 | 87 | 96 | 90 | 106 | 96 | 87 | 95 | 100 | 80

(11) CCCN1CN(Cc2ccccc2)CC2=C1CC(C)(C)CC2=O
(12) COc1ccc([C@H]2C=C(C(=O)O)O[C@@H](OCc3ccc(CO)cc3)C2)cc1
(13) CCOC(=O)CNC(=O)c1ccc(OCC(F)(F)F)cc1
(14) CCN(CC)S(=O)(=O)c1ccc(C(C)NC(=O)Cc2c[nH]c3ccccc23)cc1 (centres undefined)
(15) CC(C)CCN(C(=O)Nc1ccccc1)C(C)c1cccs1 (centres undefined)
(16) CSc1nc2ccc(NC(=O)c3ccc(=O)n(C)n3)cc2s1
(17) CC12CCC(=O)N1C(C(=O)Nc1nnc(SCc3ccccc3)s1)CS2 (centres undefined)
(18) COc1ccc(C)cc1N(CC(=O)Nc1ccc(S(=O)(=O)N2CCCC2)cc1)S(C)(=O)=O
(19) CC1=CC(=O)CC2C1(C)CCC(C)C2(C)CCC(C)CC(=O)O (centres undefined)
(20) O=C(Nc1nc2ccc3ccccc3c2s1)c1ccc(N2CCCCC2)c([N+](=O)[O-])c1

Compound | 11 | 12 | 13 | 14 | 15 | 16 | 17 | 18 | 19 | 20
Cardio protect | 2 | -5 | -5 | -3 | -13 | -2 | -2 | 4 | 0 | 3
CaV13 ICDI inh | -4 | -7 | -4 | -3 | -3 | -4 | -6 | -5 | nt | -15
MC4R ag barr | 1.9 | 0.3 | -0.4 | -1.3 | -1.7 | -0.2 | 1.0 | -1.6 | -0.3 | -1.6
N-glyco inh | 0 | 4 | -1 | -1 | -2 | -2 | 1 | -2 | 0 | -5
ABHD5 PLIN5 PPI | 1 | 1 | 3 | 3 | -7 | -2 | 0 | -4 | -2 | 2
PDI inh | -8 | 13 | -8 | -2 | 1 | -3 | 6 | 13 | nt | 1
Granule exo inh | 0 | 18 | -1 | 2 | 4 | 0 | 1 | -4 | 6 | -1
HTR2A ag | 1 | 0 | 12 | 7 | -2 | 1 | 0 | 2 | 0 | 1
MC4R antagonist | 8 | 5 | -1 | 3 | 1 | -2 | -6 | 0 | 7 | 18
ABCB6 inh MLPCN | 95 | 97 | 101 | 88 | 105 | 102 | 94 | 96 | 94 | 101

Another view of part of the listing above:
item	Structure	Cardio protect	CaV13 ICDI inh	MC4R ag barr	N-glyco inh	ABHD5 PLIN5 PPI	PDI inh	Granule exo inh	HTR2A ag	MC4R antagonist	ABCB6 inh MLPCN
13	CCOC(=O)CNC(=O)c1ccc(OCC(F)(F)F)cc1	-5	-4	-0.4	-1	3	-8	-1	12	-1	101
15	CC(C)CCN(C(=O)Nc1ccccc1)C(C)c1cccs1 (centres undefined)	-13	-3	-1.7	-2	-7	1	4	-2	1	105

The results go on.
(21) O=C(NCc1ccco1)c1cnc2ccccn2c1=O
(22) CCN1CCN(C(=O)c2cc3cc4cc(OC)ccc4nc3s2)CC1
(23) Cc1nc([N+](=O)[O-])c(Br)n1CC(=O)c1ccccc1
(24) COC(=O)c1cn(C(=O)c2ccc(OC)cc2)c2ccccc12
(25) Cc1cnc(NC(=O)CSc2ncn(-c3ccccc3)n2)s1
(26) CCc1cc2c(=O)c(-c3nc4ccccc4n3C)coc2c(CN2CCCC(C)C2)c1O (centres undefined)
(27) COc1ccccc1-c1csc(C(O)c2cccc(Cl)c2)n1 (centres undefined)
(28) N#CCc1ccnc2ccccc12
(29) Cc1ccc(-c2nc(-c3ccccn3)sc2CC(=O)O)cc1
(30) O=C(Nc1ccccc1Cl)C1(c2ccccc2)CC1(Cl)Cl (centres undefined)

Compound | 21 | 22 | 23 | 24 | 25 | 26 | 27 | 28 | 29 | 30
Cardio protect | 1 | 5 | -8 | -2 | 1 | 3 | -14 | 2 | -5 | -11
CaV13 ICDI inh | -7 | -2 | 1 | -5 | -4 | -3 | -4 | -4 | -9 | -4
MC4R ag barr | 0.3 | -1.8 | -0.4 | -2.2 | -1.9 | 1.2 | 2.2 | 0.6 | -2.7 | 3.5
N-glyco inh | 3 | -3 | 11 | 24 | 0 | 0 | 0 | -3 | 0 | -1
ABHD5 PLIN5 PPI | 3 | -4 | 14 | -2 | -3 | 2 | -2 | -2 | 3 | -7
PDI inh | -11 | 9 | 0 | 6 | 0 | 5 | -4 | 8 | 10 | 0
Granule exo inh | -6 | -1 | -3 | 70* | -4 | 16 | 11 | -2 | 1 | 0
HTR2A ag | 5 | -8 | 2 | -4 | -2 | -3 | -3 | -5 | 6 | -2
MC4R antagonist | 13 | -8 | 1 | -23 | -6 | 8 | 2 | -1 | 5 | 3
ABCB6 inh MLPCN | 100 | 97 | 92 | 98 | 96 | 98 | 100 | 98 | 102 | 101

(31) O=C(NCc1nnnn1-c1ccc(F)c(F)c1)c1ccc2ccccc2c1
(32) NNC(=O)COc1ccc(C(F)(F)F)cc1
(33) COc1ccccc1NC(=O)CSc1nnnn1-c1ccc(F)cc1
(34) O=C(NC1CC(=O)N(c2ccc3c(c2)OCCO3)C1)N1CCCCC1 (centres undefined)
(35) O=C(Nc1ccc(Br)cn1)c1ccc([N+](=O)[O-])o1
(36) CCCC(=O)Nc1ccc(C)c(O)c1
(37) O=C(CCc1nnc(CCCCc2ccccc2)o1)NCCN1CCOC1=O
(38) Clc1ccc2nc(N3CCCCC3)sc2c1
(39) CCCc1ccc(OCCNC(=O)C2CCCCC2)cc1
(40) COC(=O)c1[nH]c2ccc(F)cc2c1NS(=O)(=O)c1ccc(F)c(C)c1

Compound | 31 | 32 | 33 | 34 | 35 | 36 | 37 | 38 | 39 | 40
Cardio protect | -1 | -2 | 7 | 7 | -2 | -2 | -5 | -19 | 2 | 2
CaV13 ICDI inh | -1 | 6 | -5 | -5 | 4 | nt | -6 | -5 | -5 | -3
MC4R ag barr | 0.3 | 2.3 | -1.3 | 6.4 | 1.1 | 0.8 | -1.5 | 2.9 | -2.2 | -0.6
N-glyco inh | -1 | 0 | -2 | -1 | 14 | 0 | 1 | -10 | 0 | 1
ABHD5 PLIN5 PPI | -1 | -5 | 2 | -1 | -9 | -1 | 5 | -5 | -4 | 4
PDI inh | 6 | -10 | 5 | 3 | -2 | -6 | 3 | 3 | 6 | 9
Granule exo inh | 2 | -6 | 2 | 0 | 2 | 1 | 0 | -1 | -1 | 0
HTR2A ag | -5 | -4 | -5 | 8 | 3 | -1 | 0 | 1 | 5 | -1
MC4R antagonist | 0 | 5 | -3 | 11 | 8 | 0 | 19 | 4 | 6 | 6
ABCB6 inh MLPCN | 101 | 97 | 94 | 103 | 101 | 101 | 99 | 105 | 97 | 98

Of the compounds above, 3 contain a COOH group.
(12) COc1ccc([C@H]2C=C(C(=O)O)O[C@@H](OCc3ccc(CO)cc3)C2)cc1
(19) CC1=CC(=O)CC2C1(C)CCC(C)C2(C)CCC(C)CC(=O)O (centres undefined)
(29) Cc1ccc(-c2nc(-c3ccccn3)sc2CC(=O)O)cc1

Compound | 12 | 19 | 29
Cardio protect | -5 | 0 | -5
CaV13 ICDI inh | -7 | nt | -9
MC4R ag barr | 0.3 | -0.3 | -2.7
N-glyco inh | 4 | 0 | 0
ABHD5 PLIN5 PPI | 1 | -2 | 3
PDI inh | 13 | nt | 10
Granule exo inh | 18 | 6 | 1
HTR2A ag | 0 | 0 | 6
MC4R antagonist | 5 | 7 | 5
ABCB6 inh MLPCN | 97 | 94 | 102

(more compounds)
(41) Brc1ccc(-c2cn3ccccc3n2)s1
(42) O=c1[nH]c(C2CCN(S(=O)(=O)c3ccc4c(c3)OCCO4)CC2)nc2c1nnn2Cc1ccc(F)cc1
(43) Cn1c(=O)oc2cc(S(=O)(=O)N3CCC(C(=O)N4CC=C(c5ccccc5)CC4)CC3)ccc21
(44) CN(C)CCNC(=O)C(=O)c1c(-c2ccccc2)cc2ccccn12
(45) COc1ccc(Cl)cc1NC(=O)COC(=O)CCc1cc(OC)c(OC)c(OC)c1

Compound | 41 | 42 | 43 | 44 | 45
Cardio protect | -28 | -7 | -6 | 12 | -6
CaV13 ICDI inh | nt | -5 | -5 | -10 | -7
MC4R ag barr | -0.1 | -0.2 | -0.1 | -2.4 | -0.2
N-glyco inh | -17 | 2 | -9 | 2 | 1
ABHD5 PLIN5 PPI | 2 | 2 | 4 | -1 | -4
PDI inh | -1 | -3 | 6 | 4 | 7
Granule exo inh | -2 | -8 | -4 | 0 | -10
HTR2A ag | -5 | 4 | -1 | -2 | 6
MC4R antagonist | -2 | 1 | 4 | 11 | 8
ABCB6 inh MLPCN | 112 | 97 | 102 | 90 | 99
